Bioassay records as filed in PubChem BioAssay.
Giardia FBPA inh: blocks Giardia fructose-bisphosphate aldolase activity; A8B2U2; purified Giardia FBPA; Potency, µM (titrated, usually from 59.6 µM), inactives show top-dose activity, negative = inhibition, actives largely listed as inhibitors; 290,000 compounds, 0.71% hits; note: potency is the fitted concentration of half-maximal effect; nearly all actives have a fitted effect of over 55% in size
Target sequence (A8B2U2 whole entry, looked up): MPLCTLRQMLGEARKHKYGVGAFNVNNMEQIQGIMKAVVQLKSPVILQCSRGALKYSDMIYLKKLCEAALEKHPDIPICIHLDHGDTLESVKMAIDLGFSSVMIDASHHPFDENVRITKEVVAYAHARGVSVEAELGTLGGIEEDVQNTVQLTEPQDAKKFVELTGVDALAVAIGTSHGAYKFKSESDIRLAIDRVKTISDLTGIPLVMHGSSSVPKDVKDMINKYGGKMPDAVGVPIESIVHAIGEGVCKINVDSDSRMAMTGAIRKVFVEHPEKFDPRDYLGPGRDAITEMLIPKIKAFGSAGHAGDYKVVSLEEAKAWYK
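40 nM FBPA preincubated 10 min at RT with compound (up to 57.5 uM final), then substrate plus GAPDH/TPI/NAD/arsenate coupling and diaphorase/resazurin added. Fluorescence read after 20 min at RT, 525/598 nm.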
Sm TGR block: S. mansoni TGR enzyme inhibition. purified TGR, DTNB reduction, TNB absorbance 405 nm. Potency, µM (highest dose often 114 µM), without a hit: top-dose activity change, negative = inhibition, hits mostly inhibitors. Q962Y6. 360,000 compounds, 3% hits; note: potency is the fitted concentration of half-maximal effect; nearly all actives have a fitted effect of over 60% in size
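Kinetic colorimetric format: TGR-catalysed, NADPH-driven DTNB reduction monitored via TNB absorbance. Enzyme dispensed at 20 nM; compound exposure 15 min at room temperature before reaction start.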
AmpC detergent: AmpC beta-lactamase inhibition with detergent present; AmpC hydrolysis of nitrocefin, absorbance 480 nm, 0.01% Triton; Potency, µM (series often up to 114 µM), for inactives: top-dose activity change, negative = inhibition, actives largely listed as inhibitors; 370,000 compounds, 0.041% hits;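 note: potency is the fitted concentration of half-maximal effect; 0% = no-compound wells and -100% = no-enzyme wells; nearly all actives have a fitted effect of over 25% in size; some results filed as inactive show a strong effect at the top dose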
Target sequence (P00811 whole entry, looked up): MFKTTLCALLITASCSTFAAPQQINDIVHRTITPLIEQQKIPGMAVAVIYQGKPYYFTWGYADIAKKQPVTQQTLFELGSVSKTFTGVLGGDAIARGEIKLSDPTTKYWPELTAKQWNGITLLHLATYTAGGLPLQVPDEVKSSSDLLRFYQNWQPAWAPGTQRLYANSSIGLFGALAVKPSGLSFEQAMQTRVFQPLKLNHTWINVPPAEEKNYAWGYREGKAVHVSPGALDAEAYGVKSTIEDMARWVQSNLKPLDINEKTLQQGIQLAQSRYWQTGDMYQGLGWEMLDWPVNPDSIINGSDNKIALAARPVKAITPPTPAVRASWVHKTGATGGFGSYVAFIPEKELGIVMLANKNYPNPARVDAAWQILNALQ
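20 mM phosphate pH 7.0 + 0.01% (detergent screen) or 0.0001% Triton X-100; 5.3 nM AmpC reagent; cpd preinc 15 min RT; nitrocefin (800 uM stock) to start; A480 q20 s × 4 min; Activity was normalised to no-enzyme and no-compound control wells.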
HCMV inh: human cytomegalovirus inhibition. activity change, negative = inhibition, % at 57.5 µM. 410,000 compounds, 4.5% hits. AID 1259415. HFF cells, HCMV-luciferase reporter, 72 h; active compounds read low; in the data active = activity change below about -60%; inconclusive = no clear call, values can overlap the other calls; inactive = above about -39%
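Human foreskin fibroblasts infected with luciferase-reporter HCMV at MOI 1 PFU/cell, compounds at two doses. Luciferase measured 72 h post infection; normalized to buffer-only basal and Salinomycin (10uM) controls.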
AmpC no deterg: AmpC beta-lactamase inhibition without detergent; AmpC nitrocefin hydrolysis, absorbance 480 nm, 0.0001% Triton; P00811; AID 485341; Potency, µM (series often up to 57.1 µM), for the others: at the top dose activity change, negative = inhibition, most hits filed as inhibitors; 330,000 compounds, 0.52% hits;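 note: potency is the fitted concentration of half-maximal effect; plate controls were no compound for no effect and no enzyme for full effect; nearly all actives have a fitted effect of over 20% in size; some results filed as inactive show a strong effect at the top dose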
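AmpC (5.3 nM in the dispensed reagent) in 20 mM phosphate pH 7.0 with 0.01% (detergent screen) or 0.0001% Triton X-100 was preincubated with compounds for 15 min at room temperature. Nitrocefin was then added from an 800 uM solution, and hydrolysis was followed at 480 nm.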
AMA1 RON2 block: disrupts binding of P. falciparum AMA1 to RON2. 360,000 compounds, 0.2% hits. AID 720542. AlphaScreen AMA1-biotinylated RON2 peptide binding. Potency, µM (titrated, usually from 58.2 µM), for the others: at the top dose activity change, negative = inhibition, actives largely listed as inhibitors;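 note: potency is the fitted concentration of half-maximal effect; 0% = vehicle wells and -100% = peptide control; nearly all actives have a fitted effect of over 45% in size; some results filed as inactive show a strong effect at the top dose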
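AMA1 (3D7) with his tag at 25 nM final met compounds first, then biotinylated RON2 peptide at 25 nM; detection used donor plus acceptor beads, 10 µg/mL apiece, read by AlphaScreen after 30 min at room temperature.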
* marks the source's active call; other numbers are inactive results; u = inconclusive; x = no result given; [ ] = remark or other dose. Unless noted, calls come from the whole dose curve; as a rule, active = well fitted curve in the direction sought with a large enough effect; inconclusive = small, poorly fitted or top-dose-only effect, or another doubt; inactive = no such curve, though single readings can be large; an effect the other way counts as inactive or inconclusive. Unless noted, % is set by controls: 0 for no effect and ±100 for the full control effect. This is a random part of the collection; about 7.8% have a hit in one of these screens.

SMILES | Giardia FBPA inh | Sm TGR block | AmpC detergent | HCMV inh | AmpC no deterg | AMA1 RON2 block
CCOc1ccc(Cl)cc1CNCCCSc1nc(C)cc(C)n1 | u | -22% | -6% | -32 | -17% | -6%
COc1ccccc1C1/C(=C(/O)c2ccc(C)cc2)C(=O)C(=O)N1Cc1ccco1 (centres undefined) | 1% | 2% | 5% | -30 | -27% | 10%
Cc1ccc(OCC(=O)NNC(=O)CCC(=O)NCc2ccccc2)cc1 | 2% | -24% | -4% | -15 | 1% | 18%
CC(=O)c1ccc2c(c1)C1C(Cl)C(Sc3ccccc3[N+](=O)[O-])CC1C(c1ccccc1)N2 (centres undefined) | -9% | -8% | 0% | -39 | -20% | -29%
CC(C)(C)NC(=O)NC(=O)CN1CCN(S(=O)(=O)c2ccccc2)CC1 | 1% | 9% | 3% | -12 | -1% | 16%
Cc1cc(N2CCCC(C(=O)Nc3ccc4c(c3)CCC4)C2)n2ncnc2n1 (centres undefined) | -1% | 3% | -8% | -27 | -6% | 3%
CN1CCN(/C=N/c2sc3c(c2C#N)CCCCC3)CC1 | 1% | -8% | 2% | 81 | 97%[activator] | -6%
CCN(CC)CCNc1nc2c(c(=O)n(C)c(=O)n2C)n1C/C=C(/C)Cl | 0% | -14% | -17% | 5 | -25% | -9%
Cn1c(-c2ccc(Cl)nc2)nc2ccccc21 | -8% | -18% | 0% | 38 | -14% | -6%
N#C/C(=C/c1ccco1)C(N)=S | 16µM* | -1% | -11% | -4 | -40% | 8%
CC(=O)Nc1ccc(NC(=O)C(=O)c2cn(CC(=O)N3CCCCC3)c3ccccc23)cc1 | -14% | 4% | -2% | -27 | 71%[activator] | -12%
C=CCN1CC(c2nc3ccccc3n2Cc2ccccc2)CC1=O (centres undefined) | 11% | 4% | u | -34 | 16% | -4%
COc1cc2c(cc1OC)C1(CCCCC1)CN(C)C2 | -12% | 0% | 3% | u | -14% | -18%
CCOc1ccc(-c2c(C(=O)N/N=C/c3ccc(C)o3)nnn2-c2nonc2N)cc1 | -10% | -13% | -16% | u | -44% | 91%[activator]
CCc1sc(C(=O)NCCc2ccc(S(N)(=O)=O)cc2)cc1C | 0% | -2% | u | 12 | -29% | 0%
COc1ccc(N)cc1-n1cnnn1 | 1% | 3% | 3% | 33 | -8% | -4%
CSc1nc(SCC(=O)NC(c2ccccc2)c2ccccc2)c2c3c(sc2n1)CN(C)CC3 | -24% | -5% | -8% | -29 | 16% | u
CCOC(=O)c1c(NC(=O)COc2ccccc2F)sc2c1CC(C)(C)NC2(C)C | x | -1% | -9% | -13 | -26% | 2%
CC(C)S(=O)(=O)c1oc(-c2ccc(F)cc2)nc1S(=O)(=O)c1ccc(F)cc1 | x | 2.2µM* | 12% | -99* | x | x
O=C1CCC(C(=O)N2CCC(CO)CC2)CN1Cc1ccc(Cl)cc1 (centres undefined) | x | -4% | 4% | 26 | -2% | 4%
CCOC(=O)[C@H]1[C@H]2COc3ccc(Cl)cc3[C@@H]2N2C(=O)CN(Cc3ccco3)C(=O)[C@@]12C | x | 16µM* | 1% | 9 | 98%[activator] | -5%
C=CCn1c(N2CCN(c3ccc(OC)cc3)CC2)nc2c1c(=O)[nH]c(=O)n2C | -17% | 1% | -4% | u | -29% | 11%
COc1ccc(-c2csc(Nc3ccccn3)n2)cc1OC | -10% | 9% | -2% | 21 | 71%[activator] | -20%
Nc1c(NC(=O)CC[n+]2ccccc2)cccc1[N+](=O)[O-] | -4% | 5% | u | -34 | -23% | 3%
C=CCOc1ccc(/C=C2/C(=O)ON=C2C)cc1OC | -11% | 0% | 1% | 36 | -16% | -8%

Three entries picked at random from those above, as already listed:
SMILES | Giardia FBPA inh | Sm TGR block | AmpC detergent | HCMV inh | AmpC no deterg | AMA1 RON2 block
CC(C)(C)NC(=O)NC(=O)CN1CCN(S(=O)(=O)c2ccccc2)CC1 | 1% | 9% | 3% | -12 | -1% | 16%
COc1cc2c(cc1OC)C1(CCCCC1)CN(C)C2 | -12% | 0% | 3% | u | -14% | -18%
CCOC(=O)c1c(NC(=O)COc2ccccc2F)sc2c1CC(C)(C)NC2(C)C | x | -1% | -9% | -13 | -26% | 2%

Next compounds:
SMILES | Giardia FBPA inh | Sm TGR block | AmpC detergent | HCMV inh | AmpC no deterg | AMA1 RON2 block
CCC(CO)Oc1cc(NCc2cccc(O)c2)c2ncn(C(C)C)c2c1 (centres undefined) | x | x | x | 33 | -15% | 0%
CC1CCN(C(=O)CSc2nc(-c3ccc(F)cc3)cc(C(F)(F)F)n2)CC1 | x | -3% | 14% | -6 | x | x
COc1ccccc1N(CC(=O)N1CCc2ccccc2C1)S(C)(=O)=O | 3% | 3%[57.1 µM] | -8% | -36 | 15% | 6%
O=C(NN1CC(C(=O)OCc2ccccc2F)CC1=O)c1ccccc1 (centres undefined) | x | 30% | 2% | -35 | -3% | 0%
COc1cc(Cl)c(C)cc1NC(=O)COC(=O)/C=C/c1c(C)nn(C2CCS(=O)(=O)C2)c1Cl (centres undefined) | 12% | -2% | -11% | -10 | -10% | -9%
CCCc1n[nH]c(=O)[nH]1 | 2% | -10% | -21% | -23 | -32% | 11%
COCc1cc(C)nc(SCc2ccc(F)cc2)c1C#N | 5% | 8% | 18% | -29 | 0% | 82%[activator]
Fc1ccccc1NC(=S)N/N=C/c1ccccc1Br | 5% | 1% | -3% | 16 | u | 52%[activator]
CCc1nc(SCC(=O)Nc2ccccc2C(=O)OC)n[nH]1 | 3% | -8% | u | 21 | -12% | 35%[activator]
Cc1ccc2[nH]c(=O)c(CN(CCN3CCOCC3)C(=O)Nc3ccccc3F)cc2c1 | 4% | -7% | -14% | 8 | -20% | 2%
O=C(NCC1CCCO1)c1c(O)c2ccccc2[nH]c1=O (centres undefined) | 9% | -9% | -10% | -2 | -5% | -5%
Cc1ccc(C)c(NS(=O)(=O)c2ccccc2C)c1 | x | -9% | u | -4 | -14% | 4%
Cc1cc(C(=O)COC(=O)CC2Sc3ccccc3NC2=O)c(C)n1-c1ccc2c(c1)OCO2 (centres undefined) | -14% | 5% | 0% | 20 | -23% | -10%
CCOc1ccc(S(=O)(=O)NC(C)C(=O)NCc2ccc3c(c2)OCO3)cc1 (centres undefined) | 11% | -8% | -2% | 66 | -20% | -6%
CCN(C(=O)c1cc2c(=O)n3ccccc3nc2n1CCCOC)C1CCCCC1 | x | -14% | 1% | -30 | 110%[activator] | 39%[activator]
O/N=C\c1cccn1-c1ccc(Br)cc1 | -11% | -2% | 1% | -31 | -5% | -29%
O=C(NCc1ccco1)c1cc(S(=O)(=O)NC2CC2)ccc1Br | x | x | x | 39 | -3% | 8%
NC(=O)c1ccsc1NC(=O)COC(=O)c1ccc([N+](=O)[O-])o1 | x | -17% | -26% | -8 | -9% | 7%
c1ccc(CCc2nn3c(-c4ccncc4)nnc3s2)cc1 | 1% | -1% | -16% | u | -14% | 4%
O=C(Oc1ccc2c(c1)O/C(=C\c1ccncc1)C2=O)c1ccccc1 | 2% | -17% | -8% | -12 | -25% | 16%
COc1ccc2c(=O)cc(C(=O)O)oc2c1 | 0% | -2% | -14% | -17 | -6% | -5%
CC1=CC(C)(C)NC(=S)N1c1ccc(C)cc1 | 0% | -20% | u | -28 | -16% | 11%
CCOC(=O)c1nnn(-c2nonc2OC)c1-c1ccccc1 | -1% | 3% | -1% | -1 | -3% | -11%
Cc1ccc(S(=O)(=O)N2C[C@@H]3CCCC[C@@H]3[C@@H](C)[C@H]2c2cn(Cc3ccccc3)c3ccc(F)cc23)cc1 | x | x | x | -65* | -27% | -15%
COc1cccc(CNC(=O)CN2C(=O)CCCc3ccccc32)c1OC | x | -7% | 0% | 14 | x | x

Next results follow.
SMILES | Giardia FBPA inh | Sm TGR block | AmpC detergent | HCMV inh | AmpC no deterg | AMA1 RON2 block
CCOc1ccccc1/C=N/OCC(=O)NCc1ccc(F)cc1 | -12% | -1% | -18% | -23 | -6% | 12%
CC(Oc1ccccc1)C(=O)Nc1cccc(-c2nc3ccccc3[nH]2)c1 (centres undefined) | 3% | 1% | 3% | 28 | -55% | -3%
COC(=O)c1ccc(COc2ccccc2OC)o1 | 10% | -11% | -1% | 7 | 1% | 4%
COC(=O)[C@H](Cc1ccccc1)NC(=O)N1CC(C)OC(C)C1 (some centres undefined) | 21% | -1% | -9% | 43 | 0% | 4%
CCc1cccc(NC(=S)N(CCN(C)C)C2CCN(C(C)C)CC2)c1 | -11% | -4% | -2% | -37 | 1% | -9%
Cc1ccnc(NS(=O)(=O)c2ccc(NC(=O)c3cc(=O)c4ccccc4o3)cc2)n1 | x | -3% | 5% | -19 | -26% | 13%
Nc1nc(Nc2ccccc2)nc(NC2CCCCC2)c1[N+](=O)[O-] | -4% | 6% | -1% | -79* | -43% | -17%
COC(=O)c1cc(NC(=O)CN(c2ccccc2OC)S(=O)(=O)c2ccccc2)ccc1Cl | -2% | 0% | 1% | -28 | -34% | -14%
CCCn1c(CN2CCN(C(=O)OCC)CC2)nc2cc(NC(C)=O)ccc21 | -19% | -11% | -7% | u | 18% | 13%
CC(C)c1ccccc1NC(=O)COC(=O)Cc1cccc(C(F)(F)F)c1 | -2% | 5% | -10% | u | 33% | 60%[activator]
CCOc1ccc(C(C)NC(=O)c2ccc3c(c2)NC(=O)C(C)S3)cc1OCC (centres undefined) | x | 4% | -19% | -13 | 16% | 10%
CCOC(=O)C1=C(C)N=c2s/c(=C\c3ccc(O)c([N+](=O)[O-])c3)c(=O)n2C1c1ccccc1OC (centres undefined) | -9% | -10% | -13% | u | -30% | -5%
C=CCN1C(=O)C2(c3ccccc31)C1CCCC=C1C(C#N)=C(N)C2(C#N)C#N (centres undefined) | u | u | 2% | -35 | -11% | 11%
CN1C(=O)c2ccccc2NC(=O)[C@]12O[C@@H]2c1cccc(O)c1 | -22% | u | 0% | 24 | -22% | 4%
COc1ccc(NC(=S)Nc2cc(C)[nH]n2)cc1Cl | u | u | -4% | 0 | -46% | 52%[activator]
COc1ccc(-c2nc(SCC(=O)Nc3ccc4c(c3)OCO4)c(-c3ccccc3)[nH]2)cc1 | x | -1% | 5% | -28 | x | x
COc1ccc(CC(=O)n2c(CC#N)nc3ccccc32)cc1OC | -6% | -27% | -3% | 0 | 0% | 79%[activator]
CSc1ccccc1C(=O)N(C)Cc1ccccc1 | 2% | x | 5% | -27 | -13% | -14%
Cc1ccc(NC(=O)c2cnccn2)c(OC(F)F)c1 | -8% | -6% | 0% | -14 | -9% | 5%
O=C(O)/C=C/C(=O)NNC(=O)c1cc(-c2ccccc2)n[nH]1 | -16% | 40µM* | -9% | -28 | -40% | 68%[activator]
COc1ccc(CCNC(=O)c2ccncc2)cc1OC | 1% | -3% | -10% | -23 | -16% | -1%

An excerpt from above with just Sm TGR block and HCMV inh:
SMILES,Sm TGR block,HCMV inh
CC(C)S(=O)(=O)c1oc(-c2ccc(F)cc2)nc1S(=O)(=O)c1ccc(F)cc1,2.2µM*,-99*
O=C1CCC(C(=O)N2CCC(CO)CC2)CN1Cc1ccc(Cl)cc1 (centres undefined),-4%,26
